# TDP43 rescue: TDP-43 toxicity inhibition in yeast | TDP-43 expressing yeast growth rescue, BacTiter-Glo, 24 h | Potency, µM (highest dose often 46.1 µM), without a hit: top-dose growth rescue (activation), hits mostly activators | actives 1.8% (n = 410,000); further: potency means the concentration at half of the fitted maximal effect; % of control where 0% means no effect; nearly all actives have a fitted effect of over 50% in size
#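 Cell-based yeast growth screen: TDP-43 expression induced in galactose, inoculum OD600=0.02 after raffinose pregrowth to mid-log. Read-out BacTiter-Glo luminescence at 24 hr, 30 deg C; inhibition of toxicity seen as signal increase.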
# KB-V1 cytotox: kills drug-selected multidrug resistant KB-V1 cells | KB-V1 MDR cells viability, CellTiter-Glo, 72 h | Potency, µM (highest dose often 46.1 µM), for the others: at the highest dose activity change, negative = cytotoxicity, actives largely listed as cytotoxic | actives 3.4% (n = 400,000); further: potency means the concentration at half of the fitted maximal effect; on the % scale 0 is the no-effect control and ±100 the full control effect; nearly all actives have a fitted effect of over 60% in size
#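 Potencies derive from concentration-effect curves fitted to normalized luminescence (CellTiter-Glo) of KB-V1 cells treated for 72 h at 37 degrees C in phenol-red-free DMEM containing 10% FBS.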
# GLP1R cytotox: cytotoxicity in counter-screen for GLP-1R inverse agonists; HEK293 cAMP-luciferase reporter cells, luminescence, 24 h; Potency, µM (doses to about 38.3 µM), without a hit: top-dose activity change, negative = inhibition, actives largely listed as inhibitors; actives 0.13% (n = 410,000);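 further: loss of luciferase light is scored as toxicity; potency means the concentration at half of the fitted maximal effect; on the % scale 0 is the no-effect control and ±100 the full control effect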
#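 Compound-treated cells are incubated 24 hr at 37 deg C under 5% CO2 after a 12 hour attachment period, then luciferase detection reagent is added and luminescence is measured following 12 min at room temperature; lowered signal indicates toxicity.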
# DRD3 agonist: D3 dopamine receptor (human) agonism; D3R DiscoveRx beta-arrestin cells, luminescence, 90 min; max activation, %; actives 0.58% (n = 410,000); AID 652048; in the data active means max activation above about 30%; further: 0% is about no effect; mostly tested at two doses, the higher about 12 µM
# Target sequence (P35462 whole entry, looked up): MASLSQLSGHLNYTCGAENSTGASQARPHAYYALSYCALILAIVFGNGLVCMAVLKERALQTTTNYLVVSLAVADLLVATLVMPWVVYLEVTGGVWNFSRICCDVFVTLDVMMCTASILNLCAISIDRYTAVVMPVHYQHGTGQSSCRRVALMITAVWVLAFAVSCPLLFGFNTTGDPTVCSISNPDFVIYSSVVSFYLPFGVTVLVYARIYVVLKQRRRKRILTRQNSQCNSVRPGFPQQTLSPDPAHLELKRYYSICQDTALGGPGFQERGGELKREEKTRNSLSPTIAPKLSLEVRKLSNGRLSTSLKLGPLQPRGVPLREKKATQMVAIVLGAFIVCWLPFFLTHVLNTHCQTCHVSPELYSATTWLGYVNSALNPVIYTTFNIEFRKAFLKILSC
#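 Cells at 1500/well, incubated overnight, then treated with pinned compounds (dopamine as control) for 90 min at 37 degrees C. DiscoveRx reagent added for 30 - 60 minutes at room temperature; luminescence read.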
# PTHR1 agonist: activates the human parathyroid hormone receptor PTHR1 | HEK293 GP2 PTHR1 cells, GloSensor cAMP luminescence, 1 h | AID 743266 | Potency, µM (titrated, usually from 115 µM), for inactives: top-dose activation, actives largely listed as activators | Q03431 | actives 0.075% (n = 410,000); further: potency means the concentration at half of the fitted maximal effect; nearly all actives have a fitted effect of over 55% in size; some results filed as inactive show a strong effect at the top dose; inactives centre near -15; many of its hits are not listed in these tables
# Target sequence (Q03431 whole entry, looked up): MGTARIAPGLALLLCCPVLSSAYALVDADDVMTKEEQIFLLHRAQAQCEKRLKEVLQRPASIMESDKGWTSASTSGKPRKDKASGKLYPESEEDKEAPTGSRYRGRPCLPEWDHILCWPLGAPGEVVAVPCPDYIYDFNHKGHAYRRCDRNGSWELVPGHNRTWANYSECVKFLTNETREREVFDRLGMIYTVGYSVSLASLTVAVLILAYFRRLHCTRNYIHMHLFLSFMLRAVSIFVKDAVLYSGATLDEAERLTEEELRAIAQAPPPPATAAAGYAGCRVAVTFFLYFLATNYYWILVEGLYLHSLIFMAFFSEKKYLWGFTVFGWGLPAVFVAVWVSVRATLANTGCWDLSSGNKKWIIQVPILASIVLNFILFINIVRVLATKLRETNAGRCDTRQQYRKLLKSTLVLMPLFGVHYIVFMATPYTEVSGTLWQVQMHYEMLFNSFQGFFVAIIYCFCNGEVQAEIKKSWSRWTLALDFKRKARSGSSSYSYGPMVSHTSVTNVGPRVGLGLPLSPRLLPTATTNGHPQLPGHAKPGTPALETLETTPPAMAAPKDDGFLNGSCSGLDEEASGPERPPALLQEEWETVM
#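 HEK-293-derived GP2 cells expressing PTHR1 and a GloSensor cAMP reporter, 3,000/well, plated overnight, given luciferin plus IBMX (each 0.5 mM as added) for 1 h at 37 °C, then compound for 1 h at 37 °C. Luminescence was read after 15 min at room temperature.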
# GLP-1R agonist: GLP-1 receptor (human) agonism; P43220; HEK293 GLP-1R CRE-luciferase, luminescence, 4-6 h; cells express a hypersensitive GLP-1R form; Potency, µM (titrated, usually from 45.6 µM), for inactives: top-dose activation, most hits filed as activators; actives 0.007% (n = 380,000); AID 624172; further: potency means the concentration at half of the fitted maximal effect; % of control where 0% means no effect
# aSyn rescue: rescues yeast growth from alpha-synuclein toxicity; Potency, µM (top dose mostly 46.1 µM), inactives show at the highest dose growth rescue (activation), hits mostly activators; AID 652106; actives 0.14% (n = 370,000); Yeast expressing alpha-synuclein, growth rescue, BacTiter-Glo, 24 h; further: potency means the concentration at half of the fitted maximal effect; % of control where 0% means no effect; nearly all actives have a fitted effect of over 65% in size
#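 Rescue of yeast growth: cells expressing toxic alpha-synuclein, induced in galactose at OD600 0.02, incubated with compound 24 h at 30 C. ATP luminescence quantified growth; inhibitors of toxicity appear as activators.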
# D3 antag: antagonists of human D3 dopamine receptor. P35462. max response, negative = inhibition, %. D3R cells, DiscoveRx beta-arrestin luminescence, antagonist mode; hits give low values. actives 2.5% (n = 360,000); in the data active means max response below about -50%; inconclusive means no clear call, values can overlap the other calls; further: on the % scale 0 is the no-effect control and ±100 the full control effect; mostly tested at two doses, the higher about 12 µM
#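 Cells plated overnight at 1500 cells/well, then exposed to library compounds with dopamine controls for 90 minutes at 37 degrees C. DiscoveRx reagent added for 30–60 minutes at room temperature; luminescence read, quantitative HTS format.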
# GLP-1R inv ag: GLP-1 receptor (human) inverse agonism; P43220; HEK293 GLP-1R CRE-luciferase, luminescence, 24 h; GLP-1R form is constitutively active; Potency, µM (series often up to 38.3 µM), for inactives: top-dose activity change, negative = inhibition, usual class: inhibitors; actives 1.6% (n = 410,000); AID 624417; further: potency means the concentration at half of the fitted maximal effect; on the % scale 0 is the no-effect control and ±100 the full control effect; nearly all actives have a fitted effect of over 55% in size
#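 Readout was luciferase luminescence, measured 12 min after detection reagent at room temperature. Beforehand, GLP-1R reporter HEK293 cells had sat 12 h, then received compounds for 24 hr at 37 deg C.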
# The depositor's hits bear a star; i = inactive; ? = inconclusive; / = no result given; [ ] = dose if it differs, or a comment. Unless noted, the call rests on the fitted dose curve; in most records, active means well fitted curve in the direction sought with a large enough effect; inconclusive means small, poorly fitted or top-dose-only effect, or another doubt; inactive means no such curve, though single readings can be large; an effect the other way counts as inactive or inconclusive. Only part of the results is shown (hit frequency here may not be typical).
SMILES,TDP43 rescue,KB-V1 cytotox,GLP1R cytotox,DRD3 agonist,PTHR1 agonist,GLP-1R agonist,aSyn rescue,D3 antag,GLP-1R inv ag
Cc1ccc(C)c(S(=O)(=O)NCc2ccc(C(=O)N3CCOCC3)cc2)c1,-3%,-5%,-2%,-7,?,-2%,-3%,-9,23%
CCCN1CCN(CC(=O)Nc2nncs2)CC1,6%,-9%,-5%,-18,-46%,0%,2%,-5,15%
COc1cccc(CNC(=O)c2cnc(N3CCCCC3)c3ccccc23)c1,12%,-2%,5%,-2,-78%[inhibitor],/,/,/,-20%
Cc1ccc2nc(N(CCCN(C)C)C(=O)CS(=O)(=O)c3ccccc3)sc2c1,-6%,3%,9%,-20,i,-14%,-4%,?,?
C=C(C)CN1C(=O)c2ccccc2C1=O,-2%,0%,4%,2,-21%,9%,7%,10,5%
Cc1cc(C)c(C)c(OCC(=O)NCC2CCCO2)c1 (stereo not given),17%,-4%,5%,-3,-19%[57.5 µM],-5%,0%,-10,1%
Cc1ccc(S(=O)(=O)N2CCN(Cc3nc4ccccc4n3C)CC2)cc1,-6%,?,5%,-10,-18%,16%,1%,-13,?
CS(=O)(=O)NN1C(=O)c2ccccc2NC12CCCC2,-11%,-3%,-4%,3,i,1%,1%,-12,-25%
CN(C(=O)c1ccc(N2CCOCC2)c([N+](=O)[O-])c1)C1CCCCC1,10%,-5%,-22%,-13,3%,36%,-2%,?,12%
NC(=O)CSc1nc2sc3c(c2c2ncnn12)CCCC3,7%,-1%,-4%,5,-16%,22%,-13%,18,118%[activator]
COC(=O)CN(c1cccc(F)c1)S(C)(=O)=O,-1%,?,-3%,6,i,-9%,9%,11,2%
CC(=O)O[C@H](COc1c2ccoc2cc2oc(=O)ccc12)C(C)(C)O,16%,14%,-16%,9,i,8%,6%,5,8%
O=C1CC(c2cccs2)c2cc3c(cc2N1)OCO3 (stereo not given),?,?,-4%,14,-6%[57.5 µM],-11%,-1%,13,6%
CNS(=O)(=O)c1ccc(C)c(S(=O)(=O)NC)c1,-4%,9%,14%,-2,i,-7%,4%,3,13%
O=C(COc1c(Cl)cc(Cl)cc1Cl)c1ccc(Cl)cc1,21%,-19%,-7%,3,i,1%,4%,1,11%
C[C@@H]1CN([C@H](C)CO)C(=O)CCCn2nncc2CO[C@H]1CN(C)Cc1ccc2c(c1)OCCO2,10%,0%,3%,-4,-14%,?,-4%,-21,5%
O=C(CCN1CCN(c2ccccc2)CC1)NNC(=S)Nc1ccccc1,11%,?,-27%,0,i,-5%,3%,-11,17%
CC(=O)NC(CC(=O)Nc1ccc(S(=O)(=O)N2CCCCC2)cc1)c1ccccc1 (stereo not given),12%,9%,-7%,-4,-6%,0%,/,?,13%
CC1CCc2sc(-c3n[nH]c(=S)o3)cc2C1 (stereo not given),?,13%,-14%,3,-94%[inhibitor],-6%,-23%,-5,2%
O=C1CSC(=S)N1CC1CCCO1 (stereo not given),-7%,7%,-23%,15,-7%[57.5 µM],-1%,-6%,7,-18%
Cc1ccc(C(O)c2ncc(-c3ccccc3C)[nH]2)cc1 (stereo not given),14%,0%,1%,-4,0%,-4%,9%,9,19%
O=C(CCC(=O)N1CCCC(Nc2ccccc2)C1)c1ccc(F)cc1 (stereo not given),18%,-15%,2%,-6,-15%,6%,1%,-6,?
CC1CCc2c(sc3ncn(CCO)c(=O)c23)C1 (stereo not given),14%,-29%,-10%,10,i,3%,1%,9,9%
CCOCc1nnc(NC(=O)c2cc(OC)c(OC)cc2[N+](=O)[O-])s1,-6%,0%,0%,-6,-13%,0%,1%,-11,7%
COc1ccc(C2CC(c3ccccc3)=NN2C(=O)CN2N=NC3C(=O)N(c4cccc(F)c4)C(=O)C32)cc1 (stereo not given),0%,-16%,2%,-11,i,-17%,0%,6,-9%

# Brought forward from above: 4 entries, followed by the next part.
SMILES,TDP43 rescue,KB-V1 cytotox,GLP1R cytotox,DRD3 agonist,PTHR1 agonist,GLP-1R agonist,aSyn rescue,D3 antag,GLP-1R inv ag
O=C(CCC(=O)N1CCCC(Nc2ccccc2)C1)c1ccc(F)cc1 (stereo not given),18%,-15%,2%,-6,-15%,6%,1%,-6,?
CC1CCc2c(sc3ncn(CCO)c(=O)c23)C1 (stereo not given),14%,-29%,-10%,10,i,3%,1%,9,9%
CCOCc1nnc(NC(=O)c2cc(OC)c(OC)cc2[N+](=O)[O-])s1,-6%,0%,0%,-6,-13%,0%,1%,-11,7%
COc1ccc(C2CC(c3ccccc3)=NN2C(=O)CN2N=NC3C(=O)N(c4cccc(F)c4)C(=O)C32)cc1 (stereo not given),0%,-16%,2%,-11,i,-17%,0%,6,-9%
Nn1c(Cc2ccccc2F)nnc1SCC(=O)N1CC(=O)Nc2ccccc21,18%,0%,-2%,0,i,-6%,2%,4,1%
COc1ccc(CCNC(=O)c2nc(-c3cccs3)no2)cc1OC,16%,?,8%,7,-41%[inhibitor],7%,12%,0,35%[activator]
CCn1c(C)c2c([n+]1CC)CC(C)(C)CC2=O,-14%,-9%,10%,-3,-3%[57.5 µM],-1%,-6%,-12,-1%
Cn1c(SCC(=O)Nc2ccc3nc(SCC(=O)NC4CC4)sc3c2)nnc1-c1ccccc1,17%,28%,-6%,2,-20%,1%,-11%,18,4%
COC(=O)N/N=C/c1c(C)nn(-c2cccc(Cl)c2)c1Cl,12%,?,-25%,-28,i,1%,3%,13,?
CC(C)Oc1cc(F)ccc1-c1cc(C(=O)NCC2CCCCC2)[nH]n1,18µM*,0%,-7%,-11,-44%[inhibitor],-1%,-22%,-83*,?
CCOC(=O)[C@]12CCCC=C1N(CCC1=CCCCC1)C(=O)[C@H](CC(=O)N1CCSCC1)C2,13%,?,-1%,-3,-17%,/,4%,21,?
O=C(CCn1c(=O)[nH]c2ccsc2c1=O)N1CC(=O)N(CCc2ccccc2)C(=O)C1,10%,2%,-8%,8,-9%[57.5 µM],0%,-9%,10,47%[activator]
Cn1c(/C=C(\C#N)C(N)=S)ccc1-c1ccc(Br)cc1,-4%,9%,5%,-3,-4%,-1%,-2%,-11,-24%
Cc1cccc(NC(=O)C2CCCN(S(=O)(=O)c3ccc(-n4cnnn4)cc3)C2)c1 (stereo not given),8%,-10%,4%,-5,i,16%,2%,4,11%
O=C(Cc1ccc(Cl)cc1)N1CCN(c2ccccc2)CC1,?,1%,16%,-2,-14%,4%,3%,-6,?
Fc1ccc(OCCOCCN2CCNCC2)cc1,4%,24%,-14%,20,-27%,-4%,2%,-1,-3%
COC(=O)N/N=C(\CCC(=O)O)c1cccs1,16%,10%,-6%,-1,i,8%,-2%,-8,2%
O=C(O)c1ccccc1C(=O)Nc1ccccn1,7%,11%,3%,1,i,-10%,3%,15,6%
Cn1c(Cc2cccs2)nnc1SCC(=O)Nc1ccc(F)cc1F,-1%,0%,4%,6,i,10%,-4%,5,4%
CCOC(=O)c1sc2nccc(N(C)C)c2c1N=CNOC,14%,?,-21%,0,i,18%,5%,10,7%
O=[N+]([O-])c1ccccc1N/N=C\c1ccccc1Cl,-5%,3%,-13%,0,-16%,-8%,3%,8,17%
Cc1ccc(C)c(S(=O)(=O)N2CCCC2CNC(=O)C(=O)NC2CCCCCC2)c1 (stereo not given),12%,-2%,-12%,2,i,3%,-9%,22,?
O=C(NNC1=NCCC1)c1cccc(S(=O)(=O)N2CCOCC2)c1,3%,?,?,0,-6%,-3%,-1%,8,-24%
CCn1c(CCNC(=O)c2ccc(OC)c(OC)c2)nc2ccccc21,8%,3.7µM*,-10%,1,i,17%,-1%,-12,41%[activator]
COC(=O)c1ccc(COC(=O)CNC(=O)c2ccc(-c3ccccc3)cc2)cc1,?,0%,-9%,-7,-2%,38%,3%,22,24%
CCN1C(=O)c2n[nH]c(C(=O)OC)c2C1=O,7%,?,-4%,3,i,-27%,-8%,-12,4%
COCC(C)n1c(SCC(=O)Nc2cccnc2Cl)nc2ccccc2c1=O (stereo not given),0%,?,-21%,8,-2%,16%,9%,19,30%[activator]
Fc1ccc(Cn2nnc3ccccc32)cc1,20%,-19%,1%,6,10%,-8%,0%,-14,-25%
N/C(=N\OC(=O)CCCc1ccccc1)c1cccc([N+](=O)[O-])c1,19%,0%,2%,-5,i,1%,-15%,-12,-1%

# Next results follow.
SMILES,TDP43 rescue,KB-V1 cytotox,GLP1R cytotox,DRD3 agonist,PTHR1 agonist,GLP-1R agonist,aSyn rescue,D3 antag,GLP-1R inv ag
CN(Cc1nc2ccccc2s1)C(=O)c1ccc(F)cc1,-12%,-14%,17%,-1,-13%,20%,-7%,-19,-5%
O=C(NCCc1ccc(Cl)cc1)c1ccc(CSCc2cccc(Cl)c2)o1,20µM*,-3%,-9%,-4,-35%[inhibitor],/,/,/,?
CCc1ccc2c(c1)NC(=O)C2(C)Cc1ccc(C(F)(F)F)nc1 (stereo not given),25%,0%,-6%,2,-24%,10%,1%,15,4%
COc1ccccc1CCNC(=O)c1c(C)nn(CC(C)C)c1Cl,14%,-24%,2%,16,-29%,21%,2%,-19,?
Cc1cc(O)cc(O)c1C(=O)Cc1ccccc1,11%,16%,3%,3,-14%,-1%,7%,8,-27%
COC(=O)[C@@]12C[C@@H](CC(=O)N3CCCC3)C(=O)N(Cc3ccc4c(c3)OCO4)C1=CCC(C)(C)C2,17%,?,-7%,-2,-21%,/,-1%,4,?
O=S(=O)(c1ccccc1)c1nnn2c1nc(NCc1ccccc1)c1sccc12,-6%,-9%,-2%,4,i,/,/,/,1%
CCCCCCC(=O)Nc1nc(C)c(-c2csc(Nc3ccc(Cl)cc3)n2)s1,16%,-21%,2%,8,i,2%,4%,2,37%[activator]
O=C(CSc1nc2ccccc2[nH]1)N1CCN(C(=O)c2ccco2)CC1,27%,3%,-1%,2,-1%,-2%,-6%,9,1%
